# BAZ2B inh: qHTS Assay for Inhibitors of BAZ2B; Bromodomain adjacent to zinc finger domain protein 2B (Homo sapiens), Q9UIF8; Potency, µM (series often up to 114 µM), for inactives: top-dose activity change, negative = inhibition, hits mostly inhibitors; 4.4% of 360,000 active; AlphaScreen BAZ2B-H3K14Ac peptide displacement; further: on the % scale 0 is the no-effect control and ±100 the full control effect; nearly all actives have a fitted effect of over 60% in size
#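 AlphaScreen luminescence quantifies BAZ2B engagement of H3K14Ac peptide; the protein and biotinylated peptide are both at 50 nM final, buffer PBS pH 7.4 with 0.01% Tween-20, all steps at room temperature.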
# Pol eta inh: qHTS for Inhibitors of Polymerase Eta. DNA polymerase eta (Homo sapiens), Q9Y253. recombinant Pol eta, fluorescent DNA replication assay. Potency, µM (top dose mostly 114 µM), for inactives: at the highest dose activity change, negative = inhibition, usual class: inhibitors. 1.2% of 390,000 active. AID 588591, 2011; further: on the % scale 0 is the no-effect control and ±100 the full control effect
#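 Pol eta at 10 nM preincubated with compounds 15 min at room temperature; reaction started with fluorescent substrate (50 nM final) and read kinetically at 0 and 10 min.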
# Pol iota inh: qHTS for Inhibitors of Polymerase Iota; DNA polymerase iota (Homo sapiens), Q9UNA4; Pol iota fluorescent replication assay, 10 min; Potency, µM (series often up to 115 µM), without a hit: top-dose activity, negative = inhibition, hits mostly inhibitors; 1% of 390,000 active; AID 588590, 2011
# Target sequence (Q9UNA4 whole entry, looked up): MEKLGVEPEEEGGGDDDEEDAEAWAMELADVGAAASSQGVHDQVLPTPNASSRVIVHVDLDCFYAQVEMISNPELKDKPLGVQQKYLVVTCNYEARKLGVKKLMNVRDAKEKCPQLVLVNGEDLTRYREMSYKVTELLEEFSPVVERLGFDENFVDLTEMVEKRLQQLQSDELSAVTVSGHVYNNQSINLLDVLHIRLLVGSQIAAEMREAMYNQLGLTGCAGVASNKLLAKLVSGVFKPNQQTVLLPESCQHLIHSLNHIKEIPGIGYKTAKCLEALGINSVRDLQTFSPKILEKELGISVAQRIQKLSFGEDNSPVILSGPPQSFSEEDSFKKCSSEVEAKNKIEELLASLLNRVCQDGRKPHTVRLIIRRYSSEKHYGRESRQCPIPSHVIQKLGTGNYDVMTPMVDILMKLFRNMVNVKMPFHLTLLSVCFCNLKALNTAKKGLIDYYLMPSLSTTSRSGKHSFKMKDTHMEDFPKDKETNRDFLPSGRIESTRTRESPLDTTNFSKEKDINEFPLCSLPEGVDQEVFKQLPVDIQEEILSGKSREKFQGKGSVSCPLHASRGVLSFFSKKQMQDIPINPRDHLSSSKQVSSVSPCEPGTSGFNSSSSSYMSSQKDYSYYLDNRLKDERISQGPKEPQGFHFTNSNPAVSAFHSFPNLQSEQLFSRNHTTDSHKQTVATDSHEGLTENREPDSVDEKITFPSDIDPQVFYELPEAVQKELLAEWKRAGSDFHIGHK
#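 Pol iota at 10 nM preincubated 15 min with compounds at room temperature; reaction started with fluorescent substrate, 50 nM final. Fluorescence read kinetically at 0 and 10 min; buffer-only wells as negative control.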
# JMJD2A Tudor inh: qHTS Assay for Inhibitors of JMJD2A-Tudor Domain | Lysine-specific demethylase 4A (Homo sapiens), O75164 | AlphaScreen JMJD2A-Tudor / H3K4me3 peptide binding | Potency, µM (series often up to 114 µM), inactives show top-dose activity change, negative = inhibition, usual class: inhibitors | 4.4% of 390,000 active | AID 504339, 2011; further: on the % scale 0 is the no-effect control and ±100 the full control effect; nearly all actives have a fitted effect of over 50% in size
# Pol beta inh: qHTS Assay for Inhibitors of DNA Polymerase Beta | P06746 | Pol beta primer extension/strand displacement, fluorescence kinetic | Potency, µM (highest dose often 114 µM), for inactives: at the top dose activity change, negative = inhibition, actives largely listed as inhibitors | 1.3% of 340,000 active | AID 485314, 2010; further: on the % scale 0 is the no-effect control and ±100 the full control effect
#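 Curves were derived by four-parameter Hill fits of normalized qHTS data. The kinetic fluorescent primer-extension read was taken at 0 and 10 min after 50 nM substrate, following a 15 min room-temperature preincubation of 10 nM enzyme with compounds.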
# G9a inh: qHTS Assay for Inhibitors of Histone Lysine Methyltransferase G9a | Histone-lysine N-methyltransferase EHMT2 (Homo sapiens), Q96KQ7 | G9a H3K9 monomethylation, AlphaScreen, 2 h | Potency, µM (highest dose often 102 µM), without a hit: at the top dose activity, negative = inhibition, usual class: inhibitors | 8.8% of 350,000 active | AID 504332, 2011; further: on the % scale 0 is the no-effect control and ±100 the full control effect; nearly all actives have a fitted effect of over 75% in size
# Target sequence (Q96KQ7 913-1193 limits assumed): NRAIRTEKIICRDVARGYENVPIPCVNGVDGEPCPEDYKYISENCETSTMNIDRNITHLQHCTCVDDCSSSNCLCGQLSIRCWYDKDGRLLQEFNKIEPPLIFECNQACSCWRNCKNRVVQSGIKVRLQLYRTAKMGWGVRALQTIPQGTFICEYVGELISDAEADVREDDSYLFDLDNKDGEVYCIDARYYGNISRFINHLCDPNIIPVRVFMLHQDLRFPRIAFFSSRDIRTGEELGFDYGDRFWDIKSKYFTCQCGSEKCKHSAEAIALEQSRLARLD
#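 Methyltransferase reactions run at room temperature for 2 h (20 nM enzyme, 500 nM biotin-H3K9 peptide, 20 uM SAM) after a 15 min compound preincubation; product detected by AlphaScreen beads and anti-H3K9me1 antibody.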
# APE1 inh: qHTS Assay for Inhibitors of the Human Apurinic/apyrimidinic Endonuclease 1 (APE1) | 0.35% of 350,000 active | Potency, µM (top dose mostly 65.8 µM), for the others: at the highest dose activity change, negative = inhibition, hits mostly inhibitors | recombinant APE1, TAMRA/BHQ-2 abasic DNA cleavage fluorescence | DNA repair nuclease/redox regulator APEX1 (Homo sapiens), P27695;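 further: plate controls were vehicle for no effect and reference inhibitor for full effect; nearly all actives have a fitted effect of over 55% in size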
#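 Kinetic fluorescence read (525 ex/598 em nm, three reads 60 s apart) of AP-site incision; signal = third minus first read. Enzyme 0.75 nM, dual-labelled THF duplex 50 nM, compound preincubation 15 min RT.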
# BLM inh: qHTS Assay for Inhibitors of Bloom's syndrome helicase (BLM); AID 2528, 2010; recombinant BLM DNA unwinding, fluorescence dequenching; Potency, µM (top dose mostly 56.1 µM), inactives show at the top dose activity change, negative = inhibition, hits mostly inhibitors; RecQ-like DNA helicase BLM (Homo sapiens), P54132; 0.2% of 350,000 active;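 further: plate controls were vehicle for no effect and no enzyme for full effect; nearly all actives have a fitted effect of over 35% in size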
# POLK inh: qHTS for Inhibitors of Polymerase Kappa | DNA polymerase kappa (Homo sapiens), Q9UBT6 | purified Pol kappa, fluorescent DNA synthesis assay, 10 min | Potency, µM (series often up to 107 µM), for the others: top-dose activity, negative = inhibition, actives largely listed as inhibitors | 0.53% of 400,000 active | AID 588579, 2011; further: on the % scale 0 is the no-effect control and ±100 the full control effect
#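 Here, compound and 10 nM enzyme are combined for 15 min at room temperature; adding 50 nM substrate (final) starts DNA synthesis, tracked by fluorescence at 0 and 10 min against buffer-only wells.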
# Active calls of the source: *; ? = inconclusive; nt = no result given; [ ] = dose if it differs, or a comment. The call rests on the fitted dose curve; in most records, active means well fitted curve in the direction sought with a large enough effect; inconclusive means small, poorly fitted or top-dose-only effect, or another doubt; inactive means no such curve, though single readings can be large; an effect the other way counts as inactive or inconclusive. Potency means the concentration at half of the fitted maximal effect. An excerpt (hit frequency here may not be typical).
SMILES,BAZ2B inh,Pol eta inh,Pol iota inh,JMJD2A Tudor inh,Pol beta inh,G9a inh,APE1 inh,BLM inh,POLK inh
O=C(CN1C(=O)C2C3C=CC(C3)C2C1=O)Nc1nc(SCc2ccc(Cl)cc2)n[nH]1 (stereo not given),-3%,0%,4%,-15%,0%,25%[59 µM],-7%,-2%,-10%
COCCNC(=O)CSc1nc2ccccc2nc1Cc1ccc(C)cc1,5%,-9%,14%,-2%,5%,4%[59 µM],nt,-2%,-12%[60.1 µM]
CC1(C)CC(NC(=O)c2cc(COc3cccc(C(F)(F)F)c3)on2)CCO1 (stereo not given),-3%[57.1 µM],-2%,-19%,5%,14%,13%,8%,-2%,-7%
Cc1ccc(-n2nc3c(=O)n(CCCC(=O)NCC(C)c4ccccc4)nc(C)c3c2C)cc1 (stereo not given),-31%,-13%,3%,-15%,8%,6%,85%[activator],1%,-5%
O=C(Nc1c(O)c2ccccc2oc1=O)c1cccc(F)c1,-29%,3%,11%,-3%,16%,-3%[59 µM],nt,0%,15%
CN(Cc1ccccc1)C(=O)c1ccc(NC(=O)Cc2ccc([N+](=O)[O-])cc2)cc1,nt,-11%,14%,-26%,nt,nt,-3%,nt,-3%
CCN1CCC(C(=O)NC2CCCC2)(N(Cc2cccs2)C(=O)Cn2nnc3ccccc32)CC1,-5%,nt,nt,nt,2%,-5%,4%,-2%,nt
O=c1[nH]c(Cc2ccccc2Cl)nc2ccccc12,-7%,5%,-3%,-10%,11%,18%,21%,-4%,-8%
COC(=O)C1=C(N)Oc2cc(C)n(CCCn3ccnc3)c(=O)c2C1c1ccc(Cl)cc1 (stereo not given),?,0%,6%,?,-2%,9%,-3%,-8%,-18%
CC(C)CC(=O)NC(c1ccccc1Cl)c1c(O)ccc2ccccc12 (stereo not given),?,-17%,-6%,-27%,-6%,?,11%,-11%,-22%
O=C(CNC(=O)c1ccc(Br)o1)NC12CC3CC(CC(C3)C1)C2,-13%,2%,10%,-16%,29%,22%,2%,2%,-12%
COC(=O)c1cccc(N(C(=O)c2ccco2)C(C(=O)NC2CCCC2)c2ccc(N3CCOCC3)cc2)c1 (stereo not given),-6%,-18%,42%[activator],-23%,46%,1%,-10%,-3%,-15%
O=C(COc1ccc(F)cc1F)N1CCCCCCC1,-5%,-5%,147%[activator],5%,3%,nt,-2%,-2%,7%
COc1cc(CNCCNC(=O)c2nonc2N)ccc1OCc1ccc(Cl)nc1,-10%,-13%,16%,?,-29%,?,-4%,0%,1%[60.1 µM]
COc1ccc(Nc2nc(NCc3ccco3)nc(N/N=C/c3ccccc3)n2)cc1,79µM*,-21%,6%,?,6%,?,-7%,-8%,-6%
O=C(NCCc1c[nH]c2ccc(Cl)cc12)c1ccc([N+](=O)[O-])cc1,5%,-20%,13%,4%,3%,42%[12.7 µM],-1%,-4%,-4%
COc1ccc(-c2noc(Cc3cccs3)n2)cc1,274%[activator],-17%,-4%,105%[activator],-8%,71%[activator][59 µM],-3%,-2%,-6%
COC(=O)c1sccc1NC(=O)c1ccc(Br)o1,18%,-3%,-13%,-19%,-11%,18%,0%,0%,-24%
CCN1CCN(C(=S)Nc2ccc([N+](=O)[O-])cc2)CC1,1%,-13%,12%,-4%,?,?,-2%,-1%,3%
CSc1ccc(CCNC(=O)CCc2c(C)nc3ncnn3c2C)cc1,-15%,-5%,21%,-7%,31%,1%[59 µM],nt,1%,5%

# One compound at a time (already shown).
# COc1cc(CNCCNC(=O)c2nonc2N)ccc1OCc1ccc(Cl)nc1 in the list: BAZ2B inh = -10%; Pol eta inh = -13%; Pol iota inh = 16%; JMJD2A Tudor inh = ?; Pol beta inh = -29%; G9a inh = ?; APE1 inh = -4%; BLM inh = 0%; POLK inh = 1%[60.1 µM]
# COc1ccc(Nc2nc(NCc3ccco3)nc(N/N=C/c3ccccc3)n2)cc1 in the list: BAZ2B inh = 79µM*; Pol eta inh = -21%; Pol iota inh = 6%; JMJD2A Tudor inh = ?; Pol beta inh = 6%; G9a inh = ?; APE1 inh = -7%; BLM inh = -8%; POLK inh = -6%

# Three of the compounds above, with each value named.
COc1ccc(-c2noc(Cc3cccs3)n2)cc1
  BAZ2B inh: 274%[activator]; Pol eta inh: -17%; Pol iota inh: -4%; JMJD2A Tudor inh: 105%[activator]; Pol beta inh: -8%; G9a inh: 71%[activator][59 µM]; APE1 inh: -3%; BLM inh: -2%; POLK inh: -6%

COC(=O)c1sccc1NC(=O)c1ccc(Br)o1
  BAZ2B inh: 18%; Pol eta inh: -3%; Pol iota inh: -13%; JMJD2A Tudor inh: -19%; Pol beta inh: -11%; G9a inh: 18%; APE1 inh: 0%; BLM inh: 0%; POLK inh: -24%

CCN1CCN(C(=S)Nc2ccc([N+](=O)[O-])cc2)CC1
  BAZ2B inh: 1%; Pol eta inh: -13%; Pol iota inh: 12%; JMJD2A Tudor inh: -4%; Pol beta inh: ?; G9a inh: ?; APE1 inh: -2%; BLM inh: -1%; POLK inh: 3%

# Following part.
SMILES,BAZ2B inh,Pol eta inh,Pol iota inh,JMJD2A Tudor inh,Pol beta inh,G9a inh,APE1 inh,BLM inh,POLK inh
COc1ccc(NC(=O)c2ccc(-c3nn(C)c(=O)c4ccccc34)cc2)cc1C(N)=O,-17%,5%,1%,-4%,12%,3%,0%,0%,-17%
CCC1(C)SC(N)=NN1C(C)=O (stereo not given),8%,1%,97%[activator],-7%,24%,-3%[0.501 µM],13%,-5%,-11%
COc1ccc(OCC(=O)NC(=S)Nc2ccccc2F)cc1,-3%,9%,-16%,-8%,6%,21%[59 µM],-2%,-6%,5%
Nc1nnnn1/N=C/c1ccccn1,62%[activator],9%,18%,-26%,17%,?,-3%,4%,-4%
Cn1nnc2cc(C(=O)N3CCC(c4ccccc4)C3)ccc21 (stereo not given),0%,-5%,-3%,7%,5%,14%[12.7 µM],2%,2%,-6%
Cc1ccc(S(=O)(=O)N2CCCC2)cc1C(=O)O,-4%,?,-2%,7%[57.1 µM],10%,?,2%,4%,-2%
O=C(CC1C[C@H](C(=O)N2CCOCC2)[C@@]2(CCC3CCCC3)c3[nH]c4ccccc4c3CCN2C1=O)NCCC1=CCCCC1 (stereo not given in full),nt,-3%,11%,5%,nt,nt,16%,nt,-12%
COc1ccccc1OCC(=O)Nc1ccc2c(c1)C(=O)N(CC1CCCO1)C2=O (stereo not given),-18%,-4%,82%[activator],-21%,-2%,5%[12.7 µM],2%,-11%,-2%
COc1cccc(CNC(=O)C(CC(C)C)NC(=O)c2ccccc2C)c1 (stereo not given),-19%,2%,79%[activator],-10%,3%,0%,34%,-1%,-7%
c1ccc(C(c2ccccn2)c2ccccn2)cc1,6%,-7%,6%,-2%,51%,4%[59 µM],-5%,0%,-15%
CC1(c2ccccc2)NC(=O)N(N)C1=O (stereo not given),-17%,10%,38%[activator],-6%,-7%,-7%,-2%,0%,-3%
COc1cccc(OC)c1C(=O)Nc1ccc2c(c1)OCCO2,1%,-19%,10%,5%,13%,7%,-7%,-2%,-6%
Cn1c(-c2sc3ccccc3c2Cl)n[nH]c1=S,-12%,-2%,3%,22µM*,17%,?,21%,-4%,-13%
CCOc1ccc(NC(=O)/C=C\C(=O)N(c2ccc(C(C)C)cc2)C(C(=O)NCc2ccco2)c2ccc(F)cc2)cc1 (stereo not given),-18%,-13%,32%[activator],-35%,-11%,?,nt,-13%,-14%[60.1 µM]
O=C(CSc1nnc(-c2cccs2)o1)Nc1cccc(S(=O)(=O)N2CCCCC2)c1,-2%,-9%,-23%,-14%,12%,27%[59 µM],0%,-4%,-9%
O=C(Cn1ncn2nc(-c3cccs3)cc2c1=O)NCc1cccc(Br)c1,3%,-6%,9%,0%,32%,-33%[59 µM],nt,-3%,7%
Cc1cc(C)nc(NC(=O)c2c(Cl)cccc2Cl)n1,-10%,3%,144%[activator],-6%,2%,nt,-5%,2%,-13%
Clc1ccccc1Oc1cnc2ccccc2n1,43%[activator],-2%,1%,38%[activator],17%,8%[0.0925 µM],-3%,-1%,1%
C#CCn1c(=NC(=O)c2ccc(S(=O)(=O)N3CCc4ccccc4C3)cc2)sc2cc(S(N)(=O)=O)ccc21,-1%,-9%,-7%,-16%,9%,-10%[59 µM],0%,-11%,-30%
O=C(c1ccco1)N1CCN(CCOCCOc2cccc3ccccc23)CC1,?,-8%,31%[activator],-23%,7%,?,-3%,-2%,-5%
CCN(CC)S(=O)(=O)c1ccc(OC)c(NC(=O)CC2CCCC2)c1,10%,-24%,111%[activator],12%,15%,4%,6%,2%,-15%
CCOC(=O)Cn1c(=O)oc2cc(S(=O)(=O)N3CCc4ccccc43)ccc21,12%,-23%,3%,-3%,16%,-10%,10%,-7%,0%
Cc1ccn2c(NC(=O)c3cccc(Cl)c3)c(-c3ccccc3)nc2c1,16%,-11%,?,-25%,16%,9%[59 µM],nt,-5%,-21%
Cc1cc(C)c(C)c(S(=O)(=O)N2CCC(C(=O)NNC(=O)c3ccccc3O)CC2)c1C,-5%,6%,1%,?,nt,-35%,-12%,nt,-19%
C[C@H](CO)N1C[C@H](C)[C@@H](CN(C)C(=O)Nc2ccccc2)Oc2ccc(NC(=O)C3CC3)cc2C1=O,nt,0%,13%,?,nt,nt,53%[activator],nt,-3%
COCCNC(=O)C(C)N1c2cccc3cccc(c23)S1(=O)=O (stereo not given),7%,-1%,?,-35%,11%,9%[59 µM],?,2%,-8%
c1ccc(COc2ccc3nocc3c2)cc1,27%,-1%,-3%,-4%,nt,18%[2.33 µM],16%,nt,-14%
Cc1ccsc1C(=O)NCCC(c1ccccc1)c1ccccc1,19%,-2%,7%,25%,3%,83%[activator][59 µM],4%,-7%,-5%
O=C(O)/C=C/C(=O)Nc1ccc(O)cc1,-8%,?,?,?,37%,nt,10%,-15%,?
CCc1cnc2c(c1SCC(=O)c1ccc(Cl)cc1)c(=O)n(C)c(=O)n2C,0%,-3%,-4%,-11%,7%,?,nt,0%,-4%[60.1 µM]

# Screens as filed in PubChem BioAssay.
